High-throughput results: PubChem, several laboratories
CSN deneddyl inh: blocks human CSN-mediated cullin deneddylation | Q92905 | Purified CSN, SCF-Nedd8-OG deneddylation, fluorescence polarization | inhibition, % at 12.5 µM | hit rate 0.38% among 360,000;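 active = pattern-corrected inhibition above about 35%, with an unprinted fluorescence ratio check between 0.5 and 1.5, limit read from the data, passing the limit was not always enough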;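 note: 0% = enzyme with substrate and 100% = substrate without enzyme; some results filed as inactive read as strong as hits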
Target sequence (Q92905 whole entry, looked up, one chain of several): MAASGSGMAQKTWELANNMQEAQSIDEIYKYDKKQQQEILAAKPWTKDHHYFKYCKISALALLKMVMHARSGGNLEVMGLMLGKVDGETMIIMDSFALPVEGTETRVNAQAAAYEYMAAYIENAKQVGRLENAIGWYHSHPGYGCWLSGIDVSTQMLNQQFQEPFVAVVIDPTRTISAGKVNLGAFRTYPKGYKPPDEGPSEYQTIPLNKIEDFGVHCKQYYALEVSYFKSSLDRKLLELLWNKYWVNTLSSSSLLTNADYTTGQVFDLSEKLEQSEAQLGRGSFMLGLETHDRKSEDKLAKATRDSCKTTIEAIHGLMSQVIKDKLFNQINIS
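Test system: purified human Csn5 enzyme expressed in HEK293T cells. Amount: 0.24 nM enzyme. Reagent: SCFSkp2-Nedd8OG substrate at 10 nM final. Schedule: 90 min incubation of compound, enzyme and substrate at room temperature. Detection: fluorescence polarization. Read-out: % inhibition of substrate cleavage by Csn5.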
LMPTP block: LMPTP (human) inhibition; AID 651560; hit rate 0.22% among 360,000; inhibition, % at 20 µM; recombinant LMPTP-A, OMFP fluorogenic substrate, fluorescence intensity;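 active = compounds that cut the enzyme signal by at least half of the control window in the single-dose screen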;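 note: plate controls were DMSO wells with enzyme plus substrate for no effect and substrate without enzyme for full effect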
Target sequence (P24666 whole entry, looked up): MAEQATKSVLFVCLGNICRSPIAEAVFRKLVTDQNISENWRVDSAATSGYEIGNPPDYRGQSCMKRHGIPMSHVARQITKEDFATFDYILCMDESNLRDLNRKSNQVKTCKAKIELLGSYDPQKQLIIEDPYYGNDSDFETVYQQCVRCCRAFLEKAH
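Assay system: LMPTP-A, protein tyrosine phosphatase of low molecular weight / Medium: pH 6.0 Bis-Tris buffer with DTT and Triton X-100 / Schedule: 50 min enzyme reaction at room temperature, protected from light / Measured by: endpoint fluorescence intensity from OMFP dephosphorylation / Read-out basis: % inhibition relative to no-enzyme and uninhibited control wells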
DNMT1 inh: inhibitors of human DNMT1. DNMT1 molecular beacon, Hinp1I cleavage, fluorescence. inhibition (reported as % activation of signal), % at 10 µM. hit rate 0.83% among 360,000; in the data active = inhibition above about 50%
Rpn11 inh: blocks the human proteasome subunit Rpn11; human 26S proteasome, Ub4-pepOG fluorescence polarization; 20S core pre-blocked with epoxomicin; calls only at 20 µM; O00487; hit rate 0.59% among 360,000; AID 588493;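 active = inhibition at 20 µM, scaled to each plate's controls, above about 33%, limit read from the data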
SUMO1-SIM PPI: alters human SUMO1 binding to SIM partners. P63165. SUMO1 binding to a labelled peptide, TR-FRET, 1 h. inhibition, % at 20 µM. hit rate 0.33% among 360,000. AID 602429; in the data active = inhibition above about 37%
Target sequence (P63165 whole entry, looked up): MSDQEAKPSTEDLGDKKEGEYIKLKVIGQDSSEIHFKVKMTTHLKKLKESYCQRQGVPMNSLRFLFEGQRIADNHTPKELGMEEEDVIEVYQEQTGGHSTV
NadD block: NadD (S. aureus) enzyme inhibition | hit rate 0.78% among 360,000 | inhibition, % at 20 µM | purified NadD enzyme, colorimetric absorbance read-out; in the data active = inhibition above about 26%; note: some compounds past the cut are filed as inactive
STEP inh: inhibitors of human striatal-enriched phosphatase STEP. recombinant STEP, OMFP fluorogenic substrate, fluorescence. hit rate 0.25% among 360,000. inhibition, % at 20 µM. P54829;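 active = inhibition at 20 µM, scaled per plate between control wells, above about 37%, limit read from the data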;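 note: 0% = DMSO with enzyme and substrate and 100% = substrate only without enzyme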
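System: isolated STEP enzyme; schedule: 20 min enzyme reaction at room temperature, protected from light; medium: Bis-Tris buffer pH 6.0, 2.5 mM DTT, 0.005% Tween 20; signal: fluorescence, 480/540 nm; dosing: single compound dose of 20 µM, 1% DMSO final; also added: OMFP substrate, 25 µM final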
Scp-1 inhibitor: Scp-1 (human) phosphatase inhibition. AID 493091. Recombinant Scp1, phosphopeptide, malachite green phosphate absorbance. inhibition, % at 20 µM. Q9GZU7. hit rate 0.88% among 340,000;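 active = inhibition above about 50% at 20 µM, limit read from the data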;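 note: plate controls were DMSO wells with enzyme for no effect and wells lacking enzyme for full effect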
Target sequence (Q9GZU7 76-261 limits assumed): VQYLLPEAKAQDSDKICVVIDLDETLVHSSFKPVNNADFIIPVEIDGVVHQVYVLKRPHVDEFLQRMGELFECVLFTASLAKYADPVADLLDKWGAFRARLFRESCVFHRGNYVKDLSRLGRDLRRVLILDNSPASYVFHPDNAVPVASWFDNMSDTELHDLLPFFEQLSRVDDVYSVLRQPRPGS
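Test system: SCP-1 catalytic domain; Buffer or medium: Acidic Tris acetate buffer with magnesium and detergent; Also added: Phosphorylated 17-residue peptide substrate; Compound: single 20 µM dose, 1% DMSO; Schedule: enzyme reaction 45 min at room temperature, colour 5 min, stabilisation 30 min; Signal: Phosphate-binding colour reagent, absorbance read at 630 nm.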
MLLE-PAM2 inh: inhibitors of microRNA-mediated deadenylation, human PABP1 MLLE binding; inhibition, % at 20 µM; GST-MLLE / FITC-PAM2 fluorescence polarization; AID 588489; P11940; hit rate 0.36% among 360,000; in the data active = inhibition above about 35%, passing the limit was not always enough;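 note: plate controls were DMSO wells with GST-MLLE for no effect and wells lacking GST-MLLE protein for full effect; some results filed as inactive read as strong as hits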
TbMetRS inhib: blocks T. brucei methionyl-tRNA synthetase activity. inhibition, % at 11.9 µM. hit rate 0.4% among 360,000. AID 624268. purified T. brucei MetRS, ATP depletion, Kinase-Glo luminescence;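 active = inhibition above a per-plate cutoff of the control wells' mean inhibition plus 3 SD, cut at about 5.5% in these data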;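 note: 0% = DMSO wells median and 100% = median of wells with control inhibitor compound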
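Test system – parasite MetRS enzyme · Reagent – substrates ATP, L-methionine and bulk Escherichia coli tRNA · Doses – 11.9 µM compound single dose, 0.9% DMSO · Times – 15 min enzyme-compound preincubation, 2 h reaction, 10 min detection, 25 °C · Signal – Kinase-Glo luminescence, ATP depletion format · Controls – DMSO-only wells as low control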
* marks the source's active call; other numbers are inactive results; i = inactive; . = no result given; + = active, no number. Hits appear at their usual frequency (roughly 3.6% active in at least one column).

Sample of the layout, 2 compounds:
SMILES	TbMetRS inhib	Rpn11 inh	SUMO1-SIM PPI	STEP inh	NadD block	MLLE-PAM2 inh	Scp-1 inhibitor	DNMT1 inh	LMPTP block	CSN deneddyl inh
CC1CN(C(=O)COC(=O)c2cc3ccccc3cc2O)CC(C)O1 (centres undefined)	-0.1	i	-19	0	1	-5	-3	2	-0.6	1
O=C(Cc1ccccc1[N+](=O)[O-])c1ccc2c(c1)OCO2	0.4	i	-24	0	-4	1	2	4	-1.0	-5

All compounds of this part (from the top)
SMILES	TbMetRS inhib	Rpn11 inh	SUMO1-SIM PPI	STEP inh	NadD block	MLLE-PAM2 inh	Scp-1 inhibitor	DNMT1 inh	LMPTP block	CSN deneddyl inh
CC1CN(C(=O)COC(=O)c2cc3ccccc3cc2O)CC(C)O1 (centres undefined)	-0.1	i	-19	0	1	-5	-3	2	-0.6	1
O=C(Cc1ccccc1[N+](=O)[O-])c1ccc2c(c1)OCO2	0.4	i	-24	0	-4	1	2	4	-1.0	-5
COc1cccc(CN(C)C(=O)c2cc(S(=O)(=O)N3CCCCCC3)ccc2OC)c1	-0.4	i	-33	2	-3	11	-1	-3	-7.7	-3
CCOc1ccc(Nc2ccc(S(=O)(=O)N3CCN(C)CC3)cc2[N+](=O)[O-])cc1OCC	-0.4	i	-36	-1	-1	-1	-3	-1	0.9	-4
CC(=O)c1ccc(S(=O)(=O)N(CC(=O)NC2CC2)Cc2ccc(F)cc2)cc1	-0.7	i	-3	-2	-2	0	-5	-4	0.7	3
Cc1ccc(C(=O)Cn2c(=N)n(N)c3ccccc32)cc1	-1.3	i	-1	-5	1	0	-2	-2	-0.4	-1
O=C(Nc1ccc(Cc2ccncc2)cc1)C1CC1	-0.2	i	-6	3	-8	-8	-3	0	-0.3	0
COc1cccc(CN2CCN(C(=O)c3cc(-c4cccnc4)nc4ccc(C)cc34)CC2)c1	-0.1	i	-6	0	1	2	-6	-5	-0.6	2
O=C1CCC(C(=O)Nc2cc(C(F)(F)F)ccc2-n2cncn2)=NN1	-0.3	i	0	0	-5	-11	5	3	-0.4	0
CC(/C=C/c1ccccc1)=N/NC(=O)c1nc2nc(C)cc(C)n2n1	-0.9	i	-15	-4	-2	-10	-6	-2	0.5	5
O=c1[nH]c(=S)[nH]c2c1C(c1ccc(Br)cc1)c1c([nH]c(=S)[nH]c1=O)O2	2.8	+	115*	92*	20	38	97*	67*	68*	84*
CC1=C(C(=O)Nc2ccccc2F)C(c2ccsc2)C2=C(CC(c3ccccc3)CC2=O)N1 (centres undefined)	-1.4	i	-2	4	13	4	-2	-7	0.6	1
CCN1C(=O)N[C@@H](c2ccc(Br)cc2)C(C(=O)OC)=C1C	-0.3	i	-1	-1	-6	9	-5	3	-0.8	1
N#CCSc1nnc(SCC#N)s1	-0.4	i	13	-1	-5	-25	45	11	18	6
COc1nonc1NC(=O)CSc1nc2ccccc2[nH]1	-0.6	i	1	3	-3	-11	-10	5	-0.5	2
Nc1c(N)c2ccccc2oc1=O	-0.1	i	16	0	1	-4	-12	-2	-1.1	1
CCN(CC)CCCNC(=O)c1cc(-c2cccc(Cl)c2)on1	-0.3	i	-2	-2	-5	-3	5	-2	-2.2	0
CCn1c(SCC(=O)Nc2sc3c(c2C(N)=O)CCC(C)C3)nnc1-c1ccco1 (centres undefined)	-1.0	i	29	0	27	-3	9	21	1.8	11
CN(CC(=O)N1CCCC1)S(=O)(=O)c1ccc2ccccc2c1	0.1	i	-1	4	8	-5	-2	3	-1.3	-18
CC1(C)CC(=O)C2=C(C1)Nc1ccccc1NC2c1ccc2c(c1)OCO2 (centres undefined)	-0.4	i	-13	0	4	17	-2	2	1.0	-5
COCCN(C(=O)Cc1ccc(S(=O)(=O)N2CCOCC2)s1)c1c(N)n(CC(C)C)c(=O)[nH]c1=O	-0.2	i	-4	-5	7	17	3	11	-1.5	2
Cc1ncc(CO)c2c1Oc1nc(-c3ccccc3)nc(SCC(=O)Nc3cccc(O)c3)c1C2	1.1	i	-3	2	43*	-1	-2	-22	11	26
CCOC(=O)c1cc(CC)sc1NC(=O)COC(=O)c1ccccn1	-0.5	i	-3	0	1	-35	-1	6	1.5	3
CN(Cc1ccon1)C(=O)CC1C(=O)NCCN1Cc1ccc(F)c(F)c1 (centres undefined)	-0.4	i	3	-1	-5	12	-5	-3	-1.0	-2
Cc1cccc(NCCC(=O)c2ccc(Br)cc2)c1	0.6	i	0	0	9	-3	-4	1	1.9	2
COCCCNC(=O)C[C@@H]1C[C@@]2(C(=O)OC)CC(C)(C)CC=C2N(Cc2ccccc2)C1=O	-0.9	.	-2	.	.	.	.	.	-1.2	0
CCOc1ccc(S(=O)(=O)N2CCCCC2)cc1NC(=O)CN1CCCC1c1cccs1 (centres undefined)	0.3	i	2	4	5	5	-8	-4	4.7	-4
Cc1nc2ncnn2c(C)c1Cc1ccc(Cl)cc1F	-1.1	i	2	-2	-7	-1	-7	2	-0.8	1
CN(C)S(=O)(=O)N1CCC(Oc2ccc(C(=O)NC3CCCCC3)cc2)CC1	0.3	i	2	-2	-2	1	-15	1	1.2	4
Cc1ccc(-c2csc(NC(=O)CCCc3cccs3)n2)cc1	-0.1	i	4	-4	10	-16	-7	18	-0.7	-1
CC(=O)C1=CCC(c2ccc(C)o2)N(S(=O)(=O)c2ccc(C)cc2)C1 (centres undefined)	-0.5	i	0	0	-6	6	.	-7	-0.5	-3
O=C(CSc1nnc(CNC(=O)c2cccs2)o1)Nc1ccccc1C(F)(F)F	-0.3	i	-2	0	-4	-1	-11	0	-1.0	3
Nn1c(SCc2cc([N+](=O)[O-])cc3c2OCOC3)nnc1-c1cccnc1	0.2	i	-7	-1	1	-81	-5	-2	0.6	-12
CCc1c(C(=O)N/N=C/c2cn[nH]c2-c2ccc(F)cc2)csc1C	-0.9	i	4	-4	3	-8	-12	-5	-0.6	-11
Cc1ccc(N(CC(=O)Nc2ccc3c(c2)OCCO3)S(=O)(=O)c2c(C)n[nH]c2C)cc1	-1.0	i	0	0	3	1	0	-2	1.9	-1
CC(=O)c1cccc(NC(=O)CSCc2ccc(Br)cc2)c1	0.5	i	2	0	-13	8	-10	2	0.3	8
CC(OC(=O)C1CSC2(c3ccc(F)cc3)CCC(=O)N12)C(=O)NC(N)=O (centres undefined)	-0.4	i	0	0	1	6	1	2	-0.8	0
O=C(c1ccc(Cl)cc1)C1CCN(C(=O)C2CC2)CC1	0.7	i	3	-1	1	4	0	0	-0.7	1
Cc1ccc(/C=N/N2CCN(c3ccc(Cl)cc3)CC2)o1	-1.0	i	-6	7	2	13	-7	-2	0.0	-2
CCOC(=O)c1sc(NC(=O)CSc2nnc(C(C)C)n2C)nc1C	0.7	i	5	2	-1	8	3	3	-0.7	4
CC(C)C(OC(=O)CN1C(=O)c2ccccc2C1=O)C(=O)NC1CCCC1 (centres undefined)	-0.3	i	-8	-3	-6	3	-2	0	-0.9	1
COc1cccc(C(=O)Nc2ccc(S(=O)(=O)Nc3onc(C)c3C)cc2)c1	0.2	i	3	1	-2	-6	-11	-1	-2.3	5
COC1=C(Nc2ccccc2OC)C(=O)c2ccccc2C1=O	-0.9	i	-31	-2	-2	12	-9	-5	2.8	1
Cc1ccccc1-n1c(SCc2c(C)noc2C)nnc1-c1c[nH]c2ccccc12	1.9	i	5	-1	12	-36	4	-3	0.8	1
Cc1cccc(C)c1N1CCN(C(=O)Nc2ccc3c(c2)OCCO3)CC1	-0.7	i	-2	6	0	-17	-7	-1	1.2	3
COc1cccc(NC(=O)NNC(=O)COc2ccc3ccccc3c2)c1	-0.6	i	2	-1	-12	-3	-2	-1	1.8	1
COCc1ccc(C(=O)N2CCc3c([nH]c4ccccc34)C2c2ccccn2)s1 (centres undefined)	0.8	i	-3	-2	3	1	-1	-1	-0.6	-2
COc1ccc(-c2nn(CCC#N)cc2C(=O)Nc2cccc(C(=O)O)c2)cc1OC	-0.5	i	4	-2	-3	7	-8	-2	-0.8	-2
Cn1c(N)c(C(=O)Nc2ccc3ccccc3c2)sc1=S	-0.5	i	0	5	15	1	-2	5	2.1	5
CCC(C)(C#CCN1CCCCC1)OC(C)=O (centres undefined)	-0.2	i	1	-1	-3	2	-6	-1	-1.9	-4
CC1(C)NC(=O)N(CC(=O)OCC(=O)c2ccc(F)cc2)C1=O	-0.3	i	-4	0	-3	-10	-6	2	-0.2	4
CSCCC(NC(=O)OC(C)(C)C)C(=O)NC(CC(C)C)C(N)=O (centres undefined)	-2.2	i	-1	0	2	-14	20	5	-0.3	3
CCN(CC)c1ccc(N=Cc2ccccc2[N+](=O)[O-])cc1	-0.9	i	-30	1	-9	24	-13	-15	3.3	-2
CCCC12CN3CC(C)(CN(C1)C3c1ccc(OC)cc1)C2=O (centres undefined)	0.1	i	0	5	-4	7	-15	2	0.1	-3
CNc1ccccc1NC(=O)C1CCCN1C(=O)OCc1ccccc1 (centres undefined)	0.1	i	-5	-2	1	13	-1	0	-0.4	-6
COc1cccc(-c2nc3n(n2)C(c2ccc4c(c2)OCO4)C(C(N)=O)=C(C)N3)c1 (centres undefined)	-1.0	i	1	-2	-5	6	-3	-7	1.1	-1
CN1CC(=O)N(CC(=O)NCCc2ccc(F)cc2)c2ccccc2C1=O	0.0	i	-1	-2	-1	7	-2	2	-1.6	5
CC(C)Oc1ccc(S(=O)(=O)N2CCOCC2)cc1NC(=O)C1CCCC1	-0.3	i	4	-2	3	-7	-4	4	0.5	1
NNC(=O)c1cccnc1Oc1ccccc1	-0.6	i	-1	0	-6	-4	-10	3	-1.0	-3
Oc1ccc(Br)cc1-c1nc2cnccn2c1NC1CCCCC1	0.1	i	0	1	6	0	-12	-6	3.9	1
